Source: PubChem BioAssay
CAL PDZ FP-1: CAL PDZ peptide-binding inhibitors, primary screen, biochemical, fluorescence polarization, Cer-tagged CAL PDZ, HTS; purified CAL PDZ, TMR-peptide fluorescence polarization, 1 h; AID 504414, 2011; inhibition, % at 20 µM; 330,000 compounds, 0.02% hits;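 active = highest replicate inhibition of at least 40%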;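 note: plate controls were DMSO neutral control wells for no effect and unlabeled competitor peptide control wells for full effect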
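Test system: tagged CAL PDZ domain / Buffer or medium: sodium phosphate/NaCl buffer pH 7.4 with TCEP, IgG, Thesit / Reagent: TMR-labelled reporter peptide T*-PRC34 bound in PDZ groove / Compound dosing: single point, 20 µM / Schedule: 1 h incubation at room temperature before polarization reading / Technique: fluorescence polarization (mP) / Benchmarks: unlabelled peptide, DMSO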
DAGLB inh: DAGLB lipase inhibitors, primary screen, biochemical, fluorescence, HTS; Diacylglycerol lipase-beta (Homo sapiens), Q8NCG7; HEK293T DAGLB membrane lysate, EnzChek fluorogenic substrate; inhibition, % at 5.17 µM; 340,000 compounds, 0.059% hits; in the data active = inhibition above about 34%;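 note: 0% = enzyme with vehicle and 100% = wells lacking enzyme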
Target sequence (Q8NCG7 whole entry, looked up): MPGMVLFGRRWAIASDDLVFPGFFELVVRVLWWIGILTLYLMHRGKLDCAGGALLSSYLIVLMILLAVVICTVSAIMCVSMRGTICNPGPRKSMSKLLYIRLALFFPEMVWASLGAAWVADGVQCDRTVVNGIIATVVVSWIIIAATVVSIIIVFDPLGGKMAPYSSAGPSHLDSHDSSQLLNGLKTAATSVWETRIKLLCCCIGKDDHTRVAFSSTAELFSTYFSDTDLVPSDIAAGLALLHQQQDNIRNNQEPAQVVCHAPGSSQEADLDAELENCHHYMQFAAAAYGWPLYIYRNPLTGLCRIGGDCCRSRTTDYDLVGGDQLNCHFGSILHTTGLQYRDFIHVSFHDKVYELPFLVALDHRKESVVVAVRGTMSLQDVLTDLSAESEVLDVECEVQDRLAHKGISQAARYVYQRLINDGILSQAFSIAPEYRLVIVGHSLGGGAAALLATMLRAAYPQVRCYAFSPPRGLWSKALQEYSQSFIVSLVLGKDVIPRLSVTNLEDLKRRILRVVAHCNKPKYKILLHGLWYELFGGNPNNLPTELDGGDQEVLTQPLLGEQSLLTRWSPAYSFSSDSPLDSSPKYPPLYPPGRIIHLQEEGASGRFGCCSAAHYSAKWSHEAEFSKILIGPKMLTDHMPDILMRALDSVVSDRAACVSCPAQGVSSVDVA
Cardiac RTF inh: cardiac RTF calcium sensitivity inhibitors, primary screen, biochemical, IANBD-TnC fluorescence, EC70 calcium; Troponin I, cardiac muscle (Homo sapiens) + Troponin T, cardiac muscle (Homo sapiens) + …; IANBD-labeled cardiac RTF, Ca2+ fluorescence; inhibition, % at 7.15 µM; 340,000 compounds, 0.12% hits;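 active = inhibition above the mean inhibition of all tested compounds plus 3 SD, cut at about 17% in these data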;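 note: assay run at fixed EC70 calcium of 1.6 mM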
SR-BI DiI-HDL act: activators of SR-BI mediated DiI-HDL uptake, primary screen, ldlA[mSR-BI] CHO cells, DiI fluorescence; 3 h; 100 = double the neutral-control signal; activation, % at 12.5 µM; 320,000 compounds, 0.096% hits;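 active = mean replicate activation of at least 60% and every replicate at or above 60%; inconclusive = mean or all-replicate condition met, but not both; inactive = mean below 60% and not all replicates reaching 60%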;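 note: 0% = median plate neutral-control signal and 100% = twice that signal; values of inactives mirror those of a sister screen read the other way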
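system = CHO ldlA[mSR-BI] cells, LDL receptor-null, SR-BI overexpressing | medium = Ham's F12 with 0.5% BSA, HEPES 25 mM, pH 7.4 | probe or stimulus = DiI-HDL 10 µg/mL | compound dosing = single-point compound dose | incubation = compound exposure 3 h, 37 °C | technique = DiI fluorescence, bottom read | read-out = cell-associated DiI fluorescence as measure of HDL uptake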
CAL PDZ FP-2: untagged CAL PDZ binding inhibitors, primary screen, biochemical, fluorescence polarization, HTS; 300,000 compounds, 0.92% hits; AID 602252, 2012; inhibition, % at 24.9 µM; purified CAL PDZ, TMR-peptide fluorescence polarization, 1 h; Golgi-associated PDZ and coiled-coil motif-containing protein (Homo sapiens), Q9HD26;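 active = mean inhibition of at least 30% with at least half of replicates also reaching 30%; inconclusive = no clear call, values can overlap the other calls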;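 note: 0% = DMSO neutral control and 100% = excess unlabeled competitor peptide PRC23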
Rtt109 Vps75: inhibitors of C. albicans Rtt109/Vps75 HAT, primary screen, biochemical, ThioGlo CoA-SH fluorescence, plate reader. inhibition, % at 34.9 µM. purified Rtt109/Vps75, 4 h. 330,000 compounds, 0.16% hits;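 active = inhibition of at least 50% in every replicate; inconclusive = best replicate reaches 50% inhibition but some replicates fall short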
Target sequence (Q5AAJ8 whole entry, looked up): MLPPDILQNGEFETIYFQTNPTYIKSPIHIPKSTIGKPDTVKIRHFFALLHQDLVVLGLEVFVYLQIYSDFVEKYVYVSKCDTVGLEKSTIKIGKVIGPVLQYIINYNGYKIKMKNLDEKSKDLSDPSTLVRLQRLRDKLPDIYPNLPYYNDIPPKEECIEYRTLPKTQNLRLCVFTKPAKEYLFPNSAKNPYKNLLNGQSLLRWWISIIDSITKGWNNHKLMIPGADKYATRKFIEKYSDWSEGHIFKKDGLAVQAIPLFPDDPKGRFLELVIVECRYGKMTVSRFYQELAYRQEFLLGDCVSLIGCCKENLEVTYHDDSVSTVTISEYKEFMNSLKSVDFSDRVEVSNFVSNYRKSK
LANA DNA inh: inhibitors of KSHV C-LANA binding to DNA, primary screen, biochemical, fluorescence polarization, FAM-LBS DNA, MBP-C-LANA, single point; 340,000 compounds, 0.078% hits; Kaposi's sarcoma herpesvirus LANA C-terminal domain (residues 932-1162) DNA binding; inhibition, % at 9 µM;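 active = highest replicate inhibition at or above 60% at 9 µM, even if other replicates fall short; inactive = all replicates below 60% inhibition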;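 note: 0% = neutral control wells and 100% = 4 µM acridine orange control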
PKA-R2B activ: activators of PKA-R2B holoenzyme, primary screen, biochemical, fluorescence polarization, Cy5-IP20, human. cAMP-dependent protein kinase catalytic subunit beta (Homo sapiens) + cAMP-dependent …. PKA-R2B holoenzyme dissociation; R2B truncated from residue 108, S112A mutant; 0% DMSO only, 100% 113 µM cGMP. activation, % at 11.4 µM. 340,000 compounds, 0.079% hits;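 active = activation above a cutoff set at the mean over all compounds plus 3 SD, cut at about 18% in these data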;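 note: higher means more holoenzyme dissociation and a rise in polarization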
RTF Ca sens act: cardiac RTF calcium sensitivity activators, primary screen, biochemical, IANBD-TnC fluorescence, EC20 calcium | Troponin I, cardiac muscle (Homo sapiens) + Troponin T, cardiac muscle (Homo sapiens) + … | IANBD-labeled TnC RTF fluorescence at EC20 calcium; 0% EC20 calcium, 100% full calcium | activation, % at 7.2 µM | 340,000 compounds, 0.24% hits | AID 493008, 2010;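 active = activation above the mean over all tested compounds plus 3 SD, cut at about 30% in these data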;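 note: rise in fluorescence read as greater calcium sensitivity of cardiac thin filaments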
Keap1-Nrf2 PPI: Keap1-Nrf2 protein-protein interaction inhibitors, primary screen, biochemical, fluorescence polarization, single point; Kelch-like ECH-associated protein 1 (Homo sapiens), Q14145; Keap1 Kelch-Nrf2 peptide fluorescence polarization, 1536-well; inhibition, % at 9.4 µM; 340,000 compounds, 0.15% hits; in the data active = inhibition above about 12%; inconclusive = no clear call, values can overlap the other calls; inactive = below about 7.3%;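 note: human Keap1 Kelch domain with fluorescein labeled Nrf2 9mer peptide probe; 0% = neutral control wells and 100% = peptide positive control; higher means more block of Keap1 binding to Nrf2 peptide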
An asterisk follows results filed as active; ? = inconclusive; . = no result given.

SMILES	CAL PDZ FP-1	DAGLB inh	Cardiac RTF inh	SR-BI DiI-HDL act	CAL PDZ FP-2	Rtt109 Vps75	LANA DNA inh	PKA-R2B activ	RTF Ca sens act	Keap1-Nrf2 PPI
COCc1c(C(=O)NCCc2ccc(OC(F)F)cc2)oc2ccccc12	-1.5	-15	3	.	-1	-2	1.3	-8	2	-1
COc1ccc(/C=C2\SC(=S)N(CCC(=O)Nc3cccc(C(=O)O)c3)C2=O)cc1	-2.1	3	3	28	-3	-3	-0.2	-2	-4	-1
COc1ccc(S(=O)(=O)N(C)C[C@H]2Oc3ccc(NS(=O)(=O)c4ccccc4)cc3CC(=O)N([C@H](C)CO)C[C@@H]2C)cc1	-1.1	3	-12	44	2	2	-0.8	-1	7	-1
CC(C)NC(=O)CN(c1cccc([N+](=O)[O-])c1)S(=O)(=O)c1ccccc1	-0.3	1	-2	27	-5	-17	-0.7	-6	2	-1
COc1ccc(N(C(=O)c2ccccc2OC(C)=O)C(C)C2CC2)cc1 (stereo not given)	-2.0	-2	-7	16	-6	-4	-0.6	8	4	-1
CCCNC(=O)c1ccccc1SCc1c(C)noc1C	-0.7	0	-5	-6	-6	-11	-1.9	-1	-7	3
COc1ccc(-c2csc(NC(=O)C3CSC4(C)CCC(=O)N34)n2)cc1OC (stereo not given)	-0.2	-2	-7	-28	-1	18	-0.4	-4	2	-1
CCCNC(=S)Nc1ccc(Cl)cc1Cl	-0.8	-3	1	12	-3	-2	-0.1	0	7	-2
COc1ccc(OC)c(S(=O)(=O)N(C)CC(=O)N2CCN(c3cccc(Cl)c3)CC2)c1	-0.5	-2	2	-32	-5	-9	2.6	-7	-3	3
CCCNC(=O)C(=O)Nc1ccc2c(c1)N(S(=O)(=O)c1cccs1)CCC2	-1.6	-2	-4	-14	4	-3	0.0	10	1	-4
COc1ccc(/C=N/N=C2/CC(C)(C)Cc3n[nH]c(=O)cc32)cc1	-0.6	-3	-10	-14	-2	5	26	4	16	13*
O=C(NC1CCCC1)C(c1cccnc1)N(C(=O)c1csnn1)C1CCCC1 (stereo not given)	-1.1	-4	8	-1	-5	7	-0.2	-4	7	0
C/C(=N/NC(=O)OC(C)(C)C)c1ccco1	-0.7	0	-6	22	2	2	-0.7	-14	-6	-4
CCc1ccc(CN(C)CC(=O)Nc2ccccc2[N+](=O)[O-])cc1	0.9	-21	-1	3	-2	-1	5.2	0	11	-4
Cc1nc(C(=O)NNC(=O)Nc2ccc(Cl)cc2)cs1	-1.6	-3	-8	4	1	5	0.7	7	8	2
COc1ccc(NC(=O)C23CC4CC(C2)CC(n2cnc(Br)n2)(C4)C3)cc1OC	0.0	-1	-3	-11	.	-13	0.2	9	-2	-1
CC1CCCN(c2ccc(C(=O)OCC(=O)N3c4ccccc4Sc4ccccc43)cc2[N+](=O)[O-])C1 (stereo not given)	-0.3	-3	-13	-29	-1	5	0.8	-3	-1	-5
CCOc1ccc(NC(=O)[C@@H](NC(=O)c2ccco2)C(C)C)cc1	-1.5	0	-2	3	-2	.	-0.6	-2	2	1
Cc1ccc(Cl)cc1NC(=O)NCc1cccnc1	-2.6	1	4	-9	-1	-16	-0.1	-15	-3	-2
COc1ccc(/C=C/C(=O)Nc2cccc(S(=O)(=O)NC3=NCCCCC3)c2)cc1OC	-0.7	-2	2	-60	-3	1	2.6	2	-3	2
CCOC(=O)N1CCN(C(=O)CSc2nc(=O)n3ccccc3n2)CC1	-2.0	3	-5	?	-4	6	-1.0	-4	2	-5
NC(=O)c1ccc(NS(=O)(=O)c2ccccc2F)cc1	-0.2	-8	-5	11	5	4	0.3	-2	-4	1
Cc1[nH]c(C)c(S(=O)(=O)N2CCN(c3ccccc3F)CC2)c1C(=O)N1CCCC1	-2.4	-2	3	12	1	5	-0.8	-15	5	1
COCCNC(=O)c1ccc(C(=O)C(=O)c2ccccc2)cc1	-1.7	3	-9	-8	-3	-4	-0.1	-2	-1	0

Quoted from the entries so far for reference:
SMILES	CAL PDZ FP-1	DAGLB inh	Cardiac RTF inh	SR-BI DiI-HDL act	CAL PDZ FP-2	Rtt109 Vps75	LANA DNA inh	PKA-R2B activ	RTF Ca sens act	Keap1-Nrf2 PPI
C/C(=N/NC(=O)OC(C)(C)C)c1ccco1	-0.7	0	-6	22	2	2	-0.7	-14	-6	-4
CCc1ccc(CN(C)CC(=O)Nc2ccccc2[N+](=O)[O-])cc1	0.9	-21	-1	3	-2	-1	5.2	0	11	-4
Cc1nc(C(=O)NNC(=O)Nc2ccc(Cl)cc2)cs1	-1.6	-3	-8	4	1	5	0.7	7	8	2
COc1ccc(NC(=O)C23CC4CC(C2)CC(n2cnc(Br)n2)(C4)C3)cc1OC	0.0	-1	-3	-11	.	-13	0.2	9	-2	-1
CC1CCCN(c2ccc(C(=O)OCC(=O)N3c4ccccc4Sc4ccccc43)cc2[N+](=O)[O-])C1 (stereo not given)	-0.3	-3	-13	-29	-1	5	0.8	-3	-1	-5
CCOc1ccc(NC(=O)[C@@H](NC(=O)c2ccco2)C(C)C)cc1	-1.5	0	-2	3	-2	.	-0.6	-2	2	1
Cc1ccc(Cl)cc1NC(=O)NCc1cccnc1	-2.6	1	4	-9	-1	-16	-0.1	-15	-3	-2
COc1ccc(/C=C/C(=O)Nc2cccc(S(=O)(=O)NC3=NCCCCC3)c2)cc1OC	-0.7	-2	2	-60	-3	1	2.6	2	-3	2
CCOC(=O)N1CCN(C(=O)CSc2nc(=O)n3ccccc3n2)CC1	-2.0	3	-5	?	-4	6	-1.0	-4	2	-5

The list continues:
SMILES	CAL PDZ FP-1	DAGLB inh	Cardiac RTF inh	SR-BI DiI-HDL act	CAL PDZ FP-2	Rtt109 Vps75	LANA DNA inh	PKA-R2B activ	RTF Ca sens act	Keap1-Nrf2 PPI
COc1ccc(OC)c(Nc2ncnc3c2cnn3-c2ccccc2)c1	-3.3	1	-3	-14	-3	-3	0.3	-1	-1	0
CC(C)C(=O)Nc1ccc(N2CCN(S(C)(=O)=O)CC2)cc1	0.9	-1	2	9	-2	-7	-0.3	-1	-1	-5
COc1ccccc1N1C(=O)Cc2ccccc2C1=O	-0.3	2	-4	11	-4	-1	-0.4	-1	-3	0
CN(C)CCNc1oc(/C=C/c2ccccc2)nc1C#N	-0.4	1	1	11	8	-120	0.1	-5	9	-2
CC(=O)N/N=C\c1ccccc1OC/C=C/c1ccccc1	-0.9	0	-7	-22	-1	-2	3.5	5	-1	-1
Cn1cc(Br)c(-c2cccc(N3C(=O)CCCC3=O)c2)n1	-1.1	-2	4	.	-1	.	-1.2	-15	8	-5
COc1ccc(NC(=O)C(=O)NCCCn2ccnc2)cc1	-0.5	-1	-1	4	4	-35	0.2	-3	-1	-2
Cc1cc(=O)oc2cc(OC(C)C(=O)N3CCOCC3)ccc12 (stereo not given)	-0.1	0	3	18	.	-16	-0.8	-2	-4	1
O=C(O)c1ccc(F)c(S(=O)(=O)Nc2ccccc2Cl)c1	-0.3	-4	-5	24	4	4	0.3	-10	4	2
CCOC(=O)N1CCN(S(=O)(=O)c2ccc(C(=O)Nc3ccc4c(c3)C(=O)NC4=O)cc2)CC1	-2.4	1	-6	-20	-2	0	-1.7	-5	3	-6
O=C(COC(=O)c1ccc(S(=O)(=O)NCc2ccco2)cc1)NC1CCCCCC1	0.0	1	-7	2	-4	9	-0.3	-2	4	-2
CN(CCO)CCC(=O)NC1(C)CS(=O)(=O)CC1S(=O)(=O)O (stereo not given)	-0.4	1	0	.	-2	-9	-1.4	-12	-3	-2
Cc1ccc(NC(=O)CN2CCCN(S(=O)(=O)c3ccc(Br)s3)CC2)cc1	-0.7	-7	0	-30	.	6	0.0	-6	-2	-1
Nn1c(COc2ccc(Cl)cc2)n[nH]c1=S	-3.7	-1	1	19	-6	8	1.5	-1	-1	-3
CCN(CC)c1ccc(/C=N/Nc2cccc(C)c2)c(O)c1	-0.5	4	-3	-45	0	-3	0.2	-15	1	1
Cc1cccc(NC(=O)CNC(=O)Cn2ncc(Cl)c(Cl)c2=O)c1C	0.2	-3	10	11	-4	-1	1.7	-4	-10	4
NS(=O)(=O)c1ccc(CNC(=O)CCCSc2ccccc2)cc1	-1.7	1	5	.	.	1	-0.3	11	-4	-2
COC(=O)c1ccc(C2c3[nH]c4ccccc4c3C[C@H]3C(=O)N(C)CC(=O)N23)cc1 (stereo not given in full)	-1.1	1	-14	17	-7	-6	0.8	-5	5	6
O=C(CSC1=NCCN1)Nc1cccc(C(F)(F)F)c1	0.5	-18	-6	-68	1	1	0.7	-1	-1	-1
CCn1c(SCC(=O)c2ccc(C)cc2)nnc1-c1ccncc1	.	-1	0	5	-8	0	1.7	9	-2	-2
CCCNc1nc(Nc2ccc(C)c(Cl)c2)c2cnn(C)c2n1	0.1	-1	8	-39	0	7	0.0	-3	-12	3
O=C(Oc1ccc2c(=O)c(Oc3ccc4ccccc4c3)coc2c1)c1ccco1	-2.1	5	-3	33	-1	-8	0.2	-4	-3	3
CCCCCOc1ccc(/C(C)=N/NC2=NCCN2)cc1	-4.7	2	-4	23	-3	12	-0.6	-2	-2	-2
CCOC(=O)Nc1nc(-c2ccc(F)cc2F)cs1	-3.6	-8	-23	-31	-5	-3	0.0	1	-2	-2
Cc1ccc(S(=O)(=O)NCCN=C(CN2CCOCC2)NS(=O)(=O)c2ccc(C)cc2)cc1	0.7	1	-1	32	0	-5	0.3	2	-2	-2
